SIAE inh: blocks human sialic acid acetylesterase; Q9HAT2; SIAE FP-Rh probe binding, fluorescence polarization; inhibition, % at 9.66 µM; 0.69% of 370,000 active; AID 1053197;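 active = inhibition above a cutoff: mean of compounds within the control limits plus 3 SD of those, cut at about 17% in these data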;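 note: 0% = plate median of compound wells and 100% = probe without SIAE protein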
ADAM10 inh: inhibits human ADAM10; inhibition, % at 7 µM; 0.62% of 370,000 active; recombinant ADAM10, EDANS/DABCYL FRET peptide cleavage, 3 h; O14672;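 active = inhibition above a per-campaign cutoff equal to the mean of compounds falling between control-based bounds plus 3 SD, cut at about 20% in these data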;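 note: 0% = DMSO wells while the 100% control is not disclosed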
Target sequence (O14672 214-748 limits assumed): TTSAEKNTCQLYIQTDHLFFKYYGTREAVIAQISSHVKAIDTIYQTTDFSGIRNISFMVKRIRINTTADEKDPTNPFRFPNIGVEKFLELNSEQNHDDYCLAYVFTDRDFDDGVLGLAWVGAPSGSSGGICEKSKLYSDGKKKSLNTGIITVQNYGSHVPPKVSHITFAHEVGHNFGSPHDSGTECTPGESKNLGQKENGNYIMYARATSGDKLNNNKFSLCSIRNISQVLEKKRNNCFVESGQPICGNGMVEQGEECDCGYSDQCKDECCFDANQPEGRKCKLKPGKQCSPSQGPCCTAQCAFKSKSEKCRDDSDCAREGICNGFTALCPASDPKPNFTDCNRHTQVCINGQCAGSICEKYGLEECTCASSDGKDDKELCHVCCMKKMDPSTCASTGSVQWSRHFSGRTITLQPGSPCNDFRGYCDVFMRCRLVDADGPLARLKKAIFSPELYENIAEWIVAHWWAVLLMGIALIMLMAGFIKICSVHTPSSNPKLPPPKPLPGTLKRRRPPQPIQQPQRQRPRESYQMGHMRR
PLCg1 inh: blocks human PLC-gamma1 enzyme activity; P19174; purified PLC-gamma1, fluorogenic substrate, fluorescence; inhibition, % at 12.2 µM; 0.84% of 370,000 active; in the data active = inhibition above about 9.5%
TDP2 inh: blocks human TDP2 phosphodiesterase activity | O95551 | recombinant TDP2, T5PNP hydrolysis, p-nitrophenol absorbance 415 nm | inhibition, % at 12.8 µM | 0.34% of 370,000 active | AID 720702;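 active = inhibition above the mean of all tested compounds plus 3 SD, set per campaign, cut at about 25% in these data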;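 note: 0% = DMSO with enzyme and 100% = buffer with substrate but no TDP2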
Target sequence (O95551 whole entry, looked up): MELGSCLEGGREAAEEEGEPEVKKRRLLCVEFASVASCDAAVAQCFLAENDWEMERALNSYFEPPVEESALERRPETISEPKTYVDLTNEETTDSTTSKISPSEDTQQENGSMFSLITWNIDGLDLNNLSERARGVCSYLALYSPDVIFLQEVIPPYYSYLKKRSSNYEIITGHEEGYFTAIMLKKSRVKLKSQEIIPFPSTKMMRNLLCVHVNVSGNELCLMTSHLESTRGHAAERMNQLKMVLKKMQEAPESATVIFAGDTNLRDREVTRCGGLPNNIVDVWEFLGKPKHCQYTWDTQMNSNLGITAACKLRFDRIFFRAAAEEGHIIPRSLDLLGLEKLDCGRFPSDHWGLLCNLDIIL
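Material: recombinant human TDP2; quantity: TDP2 enzyme at 120 nM final; medium: Tris-HCl pH 7.5 with MgCl2; compound: single concentration, 12.8 µM nominal, with 1% DMSO; incubation: 2 h enzyme incubation at 37 °C; signal: epi absorbance; measure: percent inhibition; benchmarks: high control without enzyme, low control DMSO plus TDP2; repeats: singlicate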
ARFGAP1 inhibitor: inhibits rat ARF GTPase activating protein 1; Arfgap1-stimulated ARF1 GTP hydrolysis, GDP FP detection; 0.26% of 360,000 active; inhibition, % at 16.5 µM;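 active = inhibition above a per-plate limit, mean inhibition of low control wells plus 3 SD, cut at about 25% in these data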;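 note: 0% = DMSO wells with enzyme and 100% = wells lacking Arfgap1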
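Assay system: purified rat His6-Arfgap1 residues 1-136 (GAP domain); Reagent: human Δ17 ARF1 bound to GTP; Dosing: 16.5 µM single point, 1.26% DMSO; Times: GTP hydrolysis reaction 2 h at 25 °C; Signal: FP, GDP Alexa 633 tracer displaced from anti-GDP antibody, 620/688 nm; Measure: % inhibition from polarization.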
Tn7 DDE FP: inhibitors of Tn7 peptide binding to human fibrin DD(E); 0.13% of 370,000 active; AID 720508; inhibition, % at 8.3 µM; FP displacement of FITC-Tn7 peptide from fibrin DD(E); 0% = median of compound wells per plate;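 active = inhibition above the mean of compounds falling within the control limits plus 3 SD of them, cut at about 14% in these data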;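 note: 0% = plate median of compound wells and 100% = 10 µM Aha-Tn7 peptide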
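Assay system: Fibrin-DD(E) protein isolated from polymerized human fibrin clots; read-out basis: percent inhibition; medium: Tris/NaCl/CaCl2 buffer, pH 7.8; signal: FP measurement; incubation: 10 min plus 3 h, room temperature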
Tn6 DDE FP: disrupts Tn6 cyclic peptide binding to fibrin D-Dimer-E complex. P02675. Fibrin DD(E) TRITC-Tn6 fluorescence polarization displacement. inhibition, % at 8.3 µM. 0.21% of 370,000 active. AID 720509;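 active = inhibition above a per-campaign cutoff: mean of compounds within control limits plus 3 SD, cut at about 15% in these data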;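 note: 0% = median of all compound wells on the plate and 100% = blocking peptide control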
ASAP1 inh: ASAP1 ArfGAP inhibition; Q9ULH1; ASAP1-stimulated ARF1 GTP hydrolysis, GDP FP detection; inhibition, % at 16.5 µM; 0.19% of 360,000 active; in the data active = inhibition above about 25%;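 note: 0% = vehicle with enzyme and substrate and 100% = no enzyme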
PLC-beta3 inh: inhibitors of human phospholipase C beta3 | 0.18% of 370,000 active | Purified PLC-beta3, fluorogenic substrate, fluorescence | AID 720704 | inhibition, % at 12.2 µM | Q01970; in the data active = inhibition above about 11%;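 note: 0% = median of compound wells on plate and 100% = full blocker control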
ADAM17 inh: inhibitors of human ADAM17; P78536; recombinant ADAM17, EDANS/DABCYL FRET peptide cleavage; inhibition, % at 6.95 µM; 0.83% of 370,000 active;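 active = inhibition above the mean of compounds lying between control limits plus 3 SD, set per campaign, cut at about 8.5% in these data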;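 note: 0% = DMSO-only wells as the low control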
* marks the source's active call; other numbers are inactive results; . = not tested or not shown.

nr	PLCg1 inh	ADAM17 inh	SMILES	Tn7 DDE FP	TDP2 inh	Tn6 DDE FP	ADAM10 inh	PLC-beta3 inh	ASAP1 inh	ARFGAP1 inhibitor	SIAE inh
1	-79	-37	COc1ccccc1-c1cc2nc(NCCc3ccc(S(N)(=O)=O)cc3)ccn2n1	0	6	5	-145	-105	18	-9	6
2	-1	-4	O=C(Cn1cnc2scc(-c3ccc(Br)cc3)c2c1=O)N1CCOCC1	2	3	1	-3	1	-1	-4	-4
3	-1	4	O=C(Nc1cccc2c1CCCC2)c1cccc(F)c1	2	-18	-1	-7	-9	-1	2	-1
4	3	-2	CSCCC(NC(=O)c1cccc(C)c1)C(=O)OCC(=O)Nc1c(C)nn(-c2ccccc2)c1C (stereo not drawn)	7	11	-2	-7	0	1	-2	2
5	6	0	C=CCN(C(=O)c1csnn1)C(C(=O)NC1CCCC1)c1ccccc1 (stereo not drawn)	-2	-15	3	2	-1	-5	3	-2
6	0	-3	O=C(c1scc2c1CCCC2)N1CCCCC1	-1	-4	-1	0	-1	10	2	0
7	-20	-6	O=C(O)c1ccccc1C(=O)Nc1c(-c2ccccc2)nc2ccccn12	-6	-15	-5	-20	-34	-3	8	-1
8	3	-1	C=CCC(O)(CC=C)CNC(=O)c1ccc(OC)c(OC2CCN(C(C)=O)CC2)c1	-2	-14	-3	5	-6	15	24	2
9	-2	-4	CCN(CCCNC(=O)CC(C(=O)N1CCc2ccccc21)n1ccnc1)c1ccccc1 (stereo not drawn)	3	-1	-3	3	-4	0	0	5
10	-2	-3	COc1cc(Nc2ccc(C(=O)O)cc2[N+](=O)[O-])cc(OC)c1	-3	-5	9	-9	-3	3	-6	-6
11	2	4	CN(C1CCCCC1)C(CNS(=O)(=O)c1ccc(Cl)cc1)c1ccccc1 (stereo not drawn)	-1	-18	-2	5	3	-9	4	4
12	-27	-7	CC(=O)C(Sc1ccc2nnc(-c3cccnc3)n2n1)C(C)=O	2	-10	-1	-42	-33	2	1	5
13	2	-2	O=C(COc1ccc(Br)cc1)NC(=S)Nc1ccccc1N1CCOCC1	-1	2	1	-7	-9	-5	-1	-9
14	0	4	Cc1c(C(=O)NCc2cccc(C(F)(F)F)c2)sc(=O)n1Cc1cccc(F)c1	2	-5	-4	11	3	2	3	5
15	-12	1	COc1ccc(-c2csc(/C(C#N)=C(\O)CSc3nccn3C)n2)cc1OC	4	0	1	7	-12	1	-5	-8
16	-1	4	O=C(CCc1nc2ccccc2c(=O)[nH]1)N1CCN(S(=O)(=O)c2ccc(F)cc2)CC1	-6	5	-2	-10	-6	-6	-13	0
17	1	0	CC1CCN(C(=O)Cn2c(=O)oc3cc(S(=O)(=O)N4CCCCC4)ccc32)CC1	4	17	1	-2	-5	1	7	7
18	3	-3	COc1cccc(NC(=O)CCc2c(C)nc3nc(CNC(=O)c4cccc(F)c4)nn3c2C)c1	1	6	-3	3	0	-4	-9	3
19	4	-1	Cc1cccc2c1CC(C)(C)N=C2C1=C(O)CC(C)(C)CC1=O	-7	-8	-5	-16	3	14	1	0
20	0	-2	O=C(CN1CCCCCC1)Nc1nc2ccccc2s1	2	6	4	1	-3	4	12	2

Reformatted: 4 of the compounds above.
no.	PLCg1 inh	ADAM17 inh	Tn7 DDE FP	TDP2 inh	Tn6 DDE FP	ADAM10 inh	PLC-beta3 inh	ASAP1 inh	ARFGAP1 inhibitor	SIAE inh	Structure
1	-79	-37	0	6	5	-145	-105	18	-9	6	COc1ccccc1-c1cc2nc(NCCc3ccc(S(N)(=O)=O)cc3)ccn2n1
2	-1	-4	2	3	1	-3	1	-1	-4	-4	O=C(Cn1cnc2scc(-c3ccc(Br)cc3)c2c1=O)N1CCOCC1
3	-1	4	2	-18	-1	-7	-9	-1	2	-1	O=C(Nc1cccc2c1CCCC2)c1cccc(F)c1
4	3	-2	7	11	-2	-7	0	1	-2	2	CSCCC(NC(=O)c1cccc(C)c1)C(=O)OCC(=O)Nc1c(C)nn(-c2ccccc2)c1C (stereo not drawn)

New compounds follow
nr	PLCg1 inh	ADAM17 inh	SMILES	Tn7 DDE FP	TDP2 inh	Tn6 DDE FP	ADAM10 inh	PLC-beta3 inh	ASAP1 inh	ARFGAP1 inhibitor	SIAE inh
21	2	1	CN(C)Cc1c(C(=O)N/N=C/c2ccc(OCc3ccc(F)cc3)cc2)nnn1-c1nonc1N	6	7	-2	-3	-6	4	16	2
22	3	3	COC(=O)[C@]12C[C@H](CC(=O)NCc3ccccc3)C(=O)N(Cc3ccc4c(c3)OCO4)C1=C[C@H](C(C)C)O[C@@H]2C1CC1	-5	0	-7	7	3	.	.	6
23	0	4	C/C(C=NNC(=O)CSc1nc2ccccc2n1C)=C\c1ccccc1	-2	0	0	8	1	.	.	0
24	0	-4	O=[N+]([O-])/C(C(Cl)=C(Cl)Cl)=C(/Sc1ccccc1)N1CCCCC1	4	3	-7	-2	-4	8	-9	-9
25	-5	-6	O=C(NCc1ccc(Cl)cc1)C1CCCN(c2ncccn2)C1 (stereo not drawn)	-1	3	5	-17	-6	.	.	0
26	-7	-3	CCCCn1c(N)c(N(CC(C)C)C(=O)CN(C)S(=O)(=O)c2ccc(F)cc2)c(=O)[nH]c1=O	-5	7	3	-11	-5	-9	8	3
27	2	-2	CC(C)(C)c1nc(CN2CCCCC2)cc(CN2CCCCC2)c1O	3	-3	-3	4	2	6	-1	4
28	-1	-1	CCCCOC(=O)C1=C(C)NC(=O)NC1c1ccc(OC)cc1 (stereo not drawn)	-4	4	-1	-2	-7	14	4	2
29	-2	-3	CCOc1ccc2ccccc2c1CNCCN1CCOCC1	3	0	4	0	0	-5	11	-3
30	2	-4	O=C(COC(=O)c1ccc([N+](=O)[O-])o1)Nc1cccc(S(=O)(=O)N2CCOCC2)c1	3	19	2	-8	-2	2	4	-2
31	-249	-71	Cc1ccc(NC(=O)CN2c3cccc4cccc(c34)S2(=O)=O)cc1	4	4	1	-219	-288	2	5	-5
32	-1	-2	CSCCC(NC(=O)c1ccccc1)C(=O)OCC(=O)c1ccc[nH]1 (stereo not drawn)	9	1	-3	-5	-5	-16	-1	-8
33	1	-2	COc1ccc(CCNS(=O)(=O)c2ccc(S(=O)(=O)N3CCCC3)cc2)cc1OC	8	7	1	-5	3	5	-1	-3
34	0	-2	CN(C)S(=O)(=O)c1ccc(C(=O)Nc2ccc3nc(N4CCOCC4)sc3c2)cc1	-2	3	-9	2	-9	-1	10	0
35	1	-1	CCN1C(=O)/C(=C/N(C(C)=O)c2ccccc2)N(c2ccccc2)C1=S	-5	-3	-1	-1	2	9	-3	0
36	0	-4	COc1ccccc1CC(=O)Nc1ccc(F)cc1F	1	5	3	-9	2	5	-10	5
37	6	2	CCC(O)(C(=O)Nc1ccccc1C(F)(F)F)c1ccccc1OC (stereo not drawn)	-7	-15	3	11	7	-9	7	-12
38	4	1	Clc1ccccc1OCCn1nnc2ccccc21	3	1	5	1	-3	0	-18	-7
39	-4	3	CCOc1ccc(-c2c(C(=O)N/N=C/c3ccc(C)cc3)nnn2-c2nonc2N)cc1	-5	14	-1	8	-9	6	1	-10
40	-2	-1	CC1CCCCN1C(=O)c1ccc(CNC(=O)c2cccc(Br)c2)cc1 (stereo not drawn)	3	4	-3	-5	2	.	.	-6
41	2	-2	COc1ccc(CN(CC2CCCO2)C(=O)CN2C(=O)COc3ccccc32)cc1OC (stereo not drawn)	-3	-5	3	-5	2	-15	2	-5
42	0	-5	Cc1ccc(OC(=O)C(F)(F)F)c2c1NCCC2	1	-4	1	1	-4	19	5	-1
43	4	-1	COc1ccc(OC)c(CN2CCC(Cc3ccccc3)CC2)c1	2	6	0	-3	-7	-8	1	4
44	1	-2	Cc1ccc(S(C)(=O)=O)cc1C(=O)OCC(=O)N1CCCC1=O	6	1	2	1	-3	-4	0	2
45	0	0	COc1ccc([N+](=O)[O-])cc1NC(=O)CCC(=O)c1cccs1	-1	21	9	1	5	11	-7	-2
46	-17	-9	COc1ccc2c(c1)CCN(C(=O)CCl)C2C1C(=O)CCCC1=O (stereo not drawn)	-1	0	-1	-10	-16	-9	-2	4
47	10*	-7	O=C(O)C[C@H]1c2cc(F)ccc2S(=O)(=O)N1C1CCCC1	5	-7	-5	2	1	-10	-3	-1
48	2	2	CCCCNC(=O)C1C2C=CC(C2)C1C(=O)O (stereo not drawn)	-3	0	1	-7	6	-5	7	1
49	5	-18	CCC(C(=O)O)n1c2ccccc2c2cn[nH]c(=O)c21 (stereo not drawn)	1	-18	-13	-16	-14	8	13	-3
50	1	1	O=C(Nc1ccccc1)c1cccc(S(=O)(=O)NCc2ccco2)c1	-6	1	0	-3	4	2	-3	-8

Along the list, from the results shown:
Tn6 DDE FP for entries 4–8: -2, 3, -1, -5, -3
TDP2 inh for entries 4–8: 11, -15, -4, -15, -14
ADAM17 inh for entries 4–8: -2, 0, -3, -6, -1

Next records.
nr	PLCg1 inh	ADAM17 inh	SMILES	Tn7 DDE FP	TDP2 inh	Tn6 DDE FP	ADAM10 inh	PLC-beta3 inh	ASAP1 inh	ARFGAP1 inhibitor	SIAE inh
51	-39	0	COc1cc2c(cc1OC)C(c1cc3ccc(C)cc3[nH]c1=O)N(C(=O)c1ccco1)CC2 (stereo not drawn)	-7	-1	-2	1	-31	-3	5	7
52	0	-5	N/C(=N\OC(=O)CCCOc1ccccc1)c1cccc(Br)c1	0	-1	-3	-1	-4	5	-2	-8
53	8	1	COc1cccc(/C=N/NC(=O)C(=O)Nc2ccccc2OC(F)(F)C(F)F)c1	0	-9	-9	1	2	-10	13	-5
54	-18	3	CCn1cc(/C=N\NC(=O)c2ccc3c(c2)c(C)c(C)n3Cc2ccccc2)c(C)n1	6	-4	3	6	-26	-6	-1	1

Source: PubChem BioAssay (The Scripps Research Institute Molecular Screening Center)
